# From PubChem BioAssay
# Lamin A splicing – qHTS Assay for Modulators of Lamin A Splicing; HeLa LMNA splicing GFP/RFP minigene ratio, 48 h; Potency, µM (top dose mostly 46.1 µM), for inactives: top-dose ratio change, negative = inhibition, actives largely listed as inhibitors; actives 0.01% (n = 200,000); AID 1487, 2009; active means well fitted inhibition curve with a large enough effect in the signal ratio, with a control signal flat, not every such curve was filed as active; inconclusive means small, poorly fitted or top-dose-only effect, or effect the other way, or a change in a side signal; the % refers to the signal ratio; further: on the % scale 0 is the no-effect control and ±100 the full control effect
#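 S3 HeLa cells stably expressing lamin A-EGFP splicing minigene plus DsRed2, 600 cells/well, 48 h compound exposure at 37C. Laser-scanning cytometry; analysed as GFP (500-530 nm)/RFP (575-640 nm) total intensity ratio; 0.5% DMSO vehicle.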
# TRb-SRC2 inh – qHTS for Inhibitors of the Interaction of Thyroid Hormone Receptor and Steroid Receptor Coregulator 2. Thyroid hormone receptor beta (Homo sapiens), P10828. TRbeta-SRC2 peptide binding, fluorescence polarization; receptor liganded with 1 µM T3. Potency, µM (titrated, usually from 106 µM), for the others: top-dose activity change, negative = inhibition, most hits filed as inhibitors. actives 0.065% (n = 280,000). AID 1469, 2008;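 further: plate controls were bound peptide for no effect and peptide without receptor for full effect; nearly all actives have a fitted effect of over 50% in size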
# Target sequence (P10828 whole entry, looked up): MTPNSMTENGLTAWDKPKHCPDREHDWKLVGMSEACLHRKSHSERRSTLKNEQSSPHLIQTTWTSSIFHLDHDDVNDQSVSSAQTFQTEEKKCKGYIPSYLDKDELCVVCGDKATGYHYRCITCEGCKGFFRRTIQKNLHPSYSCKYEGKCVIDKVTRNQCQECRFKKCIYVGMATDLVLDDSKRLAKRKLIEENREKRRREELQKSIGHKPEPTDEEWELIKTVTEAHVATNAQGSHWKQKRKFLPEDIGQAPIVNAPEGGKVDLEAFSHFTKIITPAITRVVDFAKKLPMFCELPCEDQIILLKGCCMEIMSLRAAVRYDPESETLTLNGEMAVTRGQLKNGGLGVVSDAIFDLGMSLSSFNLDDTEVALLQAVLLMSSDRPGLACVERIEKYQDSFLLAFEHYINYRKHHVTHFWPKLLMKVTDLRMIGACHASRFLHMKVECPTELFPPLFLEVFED
#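 Polarization signal, normalized between peptide-alone and full complex controls, measured compound effects on T3-liganded human TRb LBD (0.6 uM) binding 20 nM Texas Red SRC2 peptide after 5 hr.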
# RGS12 GoLoco inh – qHTS Assay for Inhibitors of RGS12 GoLoco Motif Activity (Red Fluorophore); Guanine nucleotide-binding protein G(i) subunit alpha-1 (Homo sapiens), P63096; Gai1:RGS12 GoLoco peptide FP, rhodamine, 10 min; Potency, µM (top dose mostly 61.6 µM), for inactives: top-dose activity, negative = inhibition, usual class: inhibitors; actives 0.44% (n = 230,000); AID 880, 2007; active means well fitted inhibition curve with a large enough effect, not every such curve was filed as active; inactive means no such curve, though single readings can be large or run the other way; further: on the % scale 0 is the no-effect control and ±100 the full control effect; nearly all actives have a fitted effect of over 30% in size; many of its hits are not listed in these tables
# RECQ1 inh – qHTS Assay for Inhibitors of RecQ-Like Dna Helicase 1 (RECQ1). RECQ1 DNA unwinding, red fluorescence kinetic read. actives 0.54% (n = 240,000). Potency, µM (highest dose often 57.3 µM), without a hit: top-dose activity, negative = inhibition, most hits filed as inhibitors. ATP-dependent DNA helicase Q1 (Homo sapiens), P46063;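 further: plate controls were vehicle for no effect and no enzyme for full effect; nearly all actives have a fitted effect of over 30% in size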
# Target sequence (P46063 whole entry, looked up): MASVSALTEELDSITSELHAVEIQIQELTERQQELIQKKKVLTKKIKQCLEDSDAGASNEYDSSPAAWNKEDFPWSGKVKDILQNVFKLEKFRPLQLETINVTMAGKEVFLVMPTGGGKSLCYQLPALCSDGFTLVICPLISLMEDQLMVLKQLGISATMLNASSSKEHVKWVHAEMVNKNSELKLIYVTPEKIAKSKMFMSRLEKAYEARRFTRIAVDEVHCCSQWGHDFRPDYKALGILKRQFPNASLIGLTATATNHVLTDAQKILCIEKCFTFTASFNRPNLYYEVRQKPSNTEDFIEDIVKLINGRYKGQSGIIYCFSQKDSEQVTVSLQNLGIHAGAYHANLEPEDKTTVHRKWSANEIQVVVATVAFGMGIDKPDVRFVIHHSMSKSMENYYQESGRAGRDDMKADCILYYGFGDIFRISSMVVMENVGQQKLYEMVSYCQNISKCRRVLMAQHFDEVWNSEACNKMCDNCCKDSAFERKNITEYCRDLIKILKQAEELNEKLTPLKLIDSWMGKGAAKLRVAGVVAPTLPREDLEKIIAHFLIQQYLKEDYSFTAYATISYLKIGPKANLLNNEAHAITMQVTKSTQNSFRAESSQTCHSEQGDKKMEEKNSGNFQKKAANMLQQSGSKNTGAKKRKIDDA
#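 RECQ1T1 50 nM; forked duplex (20 bp + 30-nt ss tails) 200 nM, ATP 2 mM final; pH 8.0, 2 mM MgCl2, 2.5 ug/ml poly(dI-dC); 15 min compound preincubation; discontinuous kinetic read over 2 h at RT.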
# KDM4E inh – qHTS Assay for Inhibitors of Human Jumonji Domain Containing 2E (JMJD2E) | Lysine-specific demethylase 4E (Homo sapiens), B2RXH2 | JMJD2E catalytic domain, FDH-coupled NADH fluorescence (FDH is formaldehyde dehydrogenase) | Potency, µM (titrated, usually from 57.1 µM), for the others: top-dose activity change, negative = inhibition, actives largely listed as inhibitors | actives 1.6% (n = 230,000); active means well fitted inhibition curve with a large enough effect, not every such curve was filed as active; inconclusive means small, poorly fitted or top-dose-only effect, or another doubt; inactive means no such curve, though single readings can be large or run the other way;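 further: 0% = wells with enzyme and -100% = buffer wells without enzyme; nearly all actives have a fitted effect of over 50% in size; many of its hits are not listed in these tables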
# ALDH1A1 block – qHTS Assay for Inhibitors of Aldehyde Dehydrogenase 1 (ALDH1A1). Aldehyde dehydrogenase 1A1 (Homo sapiens), P00352. Purified ALDH1A1, NADH fluorescence, propionaldehyde substrate. Potency, µM (highest dose often 75.3 µM), without a hit: at the highest dose activity, negative = inhibition, hits mostly inhibitors. actives 7.3% (n = 220,000). AID 1030, 2008; active means well fitted inhibition curve with a large enough effect, not every such curve was filed as active; inconclusive means small, poorly fitted or top-dose-only effect, or another doubt; inactive means no such curve, though single readings can be large or run the other way;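 further: plate controls were no enzyme wells and a reference inhibitor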
# TexasRed fluor – Total Fluorescence Counterscreen for Inhibitors of the Interaction of Thyroid Hormone Receptor and Steroid Receptor Coregulator 2. Potency, µM (top dose mostly 106 µM), for inactives: at the highest dose fluorescence change, negative = quenching. TRb/SRC2 Texas Red total fluorescence interference. actives 0.29% (n = 280,000). AID 1479, 2009; active means well fitted curve in either direction with a large enough effect; inconclusive means small, poorly fitted or top-dose-only effect; further: on the % scale 0 is the no-effect control and ±100 the full control effect
#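 Human TRβ ligand-binding domain (0.6 uM) and Texas Red SRC2 peptide (20 nM) in Tris buffer with 1 uM T3 and 5% DMSO were incubated with pinned compound for 5 hr at ambient temperature. Total fluorescence was computed as S + 2P (555/632 nm).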
# SMN2 splice up – qHTS Assay for Enhancers of SMN2 Splice Variant Expression; actives 2.8% (n = 210,000); Potency, µM (titrated, usually from 46.1 µM), for inactives: at the highest dose activity change, positive = activation, usual class: activators; AID 1458, 2008; HEK293 SMN2-luciferase splicing reporter, luminescence, 30-36 h; further: % of control where 0% means no effect; nearly all actives have a fitted effect of over 55% in size
#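 qHTS luciferase splicing reporter: luminescence rises when SMN2 exon 7 is included in transfected HEK293 cells. Compound exposure lasted 30-36 h at 37C, with 4.5 mM final sodium butyrate as control, followed by a ONE-Glo read.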
# Active calls of the source: *; i = inactive; u = inconclusive; x = not tested or not shown; [ ] = remark or other dose. Unless noted, the call rests on the fitted dose curve; in most records, active means well fitted curve in the direction sought with a large enough effect; inconclusive means small, poorly fitted or top-dose-only effect, or another doubt; inactive means no such curve, though single readings can be large; an effect the other way counts as inactive or inconclusive. Potency means the concentration at half of the fitted maximal effect.
SMILES,Lamin A splicing,TRb-SRC2 inh,RGS12 GoLoco inh,RECQ1 inh,KDM4E inh,ALDH1A1 block,TexasRed fluor,SMN2 splice up
CCNC(=O)CSc1nnc(-c2ccc(OC)cc2)n1CC(C)C,3%,5%,-28%,-9%,5%,8%,-1%,-2%
COc1cccc(NC(=O)CNC(=O)c2ccc(F)cc2)c1,5%,1%,-2%,-5%,0%,9%,-1%,u
COCCCn1c(SCC(=O)NC(C)C)nnc1-c1ccccc1,-1%,-4%,9%,i,0%,8%,-5%,15%
Cc1ccc(-n2cnnn2)c2cccnc12,-1%,-5%,-1%,-12%,4%,3%,-1%,11%
CC(=O)N=C1SC2CS(=O)(=O)CC2N1c1cccc(Cl)c1Cl (stereo not drawn),10%,0%,6%,8%,8%,10%,1%,-16%
C#CCn1c(=NC(=O)c2ccco2)sc2cccc(Cl)c21,x,-7%,11%,-2%,-16%,x,-2%,x
CCN(CC)CCN(C(=O)c1ccc([N+](=O)[O-])cc1)c1nc2ccc(OC)cc2s1,u,8%,-4%,i,-7%,-2%,-1%,-7%
CC(C)C[C@H](NC(=O)[C@@H]1Cc2ccccc2CN1C(=O)OC(C)(C)C)C(=O)NCC1CCC(C(=O)O)CC1 (stereo partly drawn),13%[46 µM],6%,17%,-3%,25µM*,x,-4%,x
CCOc1ccccc1N(C(C)=O)S(=O)(=O)c1ccc(Cl)cc1,u,-2%,0%,2%,0%,2%,-1%,10%
COc1ccc2c(c1)CCc1c(C(=O)NCc3ccc(F)cc3)noc1-2,-10%,-11%,-2%,i,-1%,1%,3%,5%
CCN(c1ccccc1)S(=O)(=O)c1ccc(N)c(OC)c1,u,-2%,9%,i,7%,0%,-5%,0%
COc1ccc(Cl)cc1NC(=O)CN(C)CC(=O)Nc1ccccc1C(F)(F)F,x,-4%,0%,-7%,-8%,1%,0%,-28%
Cc1cccc(-n2c(=O)cc(N3CCN(c4ccc(F)cc4)CC3)[nH]c2=O)c1,3%,5%,-7%,-1%,1%,-8%,-1%,26%
COCCn1nnnc1CN1CCSCC1,-7%[46 µM],-1%,9%,i,-2%,6%,1%,x
CC(=O)OCc1nc2sc(C)c(C)c2c(=O)[nH]1,-5%,-14%,9%,-4%,-5%,-4%,0%,0%
Cc1ccccc1C(=O)Nc1ccc(S(=O)(=O)Nc2onc(C)c2C)cc1,x,-9%,7%,1%,u,x,-1%,x
CC(C)(C)c1ccc(C(=O)NNC(=O)c2cccc(-n3cnnn3)c2)cc1,x,0%,4%,-6%,2%,x,0%,x
N#CC1=C(N)SC(C(=O)c2ccccc2)C1c1cccs1 (stereo not drawn),u,-7%,1%,-6%,6%,u,-8%,-26%
c1ccc(-c2nnc3ccc(N4CCCC4)nn23)cc1,-17%,8%,-10%,-10%,-3%,-1%,0%,-2%
CCCOc1ccc(C(=O)NCc2ccco2)cc1,u,0%,-4%,-2%,-3%,-3%,1%,6%
CCn1c(-c2cccc(S(=O)(=O)N3CCCC3)c2)n[nH]c1=S,x,6%,2%,1%,13%,x,-1%,x
Cc1nc(S/C(=C\c2ccc(OCc3ccccc3Cl)cc2)C(=O)O)n[nH]1,13%,8%,8%,i,12%,12%,-5%,10%
O=C(Nc1nccs1)C1CCN(S(=O)(=O)c2ccc(Cl)c(C(F)(F)F)c2)CC1,0%,7%,-18%,2%,1%,-10%,-1%,-4%
CCCC(=O)Nc1ccc(C(=O)O)cc1NC(=O)CCC,-4%,2%,4%,6%,1%,5%,-4%,9%
O=C(CSc1nc2ccccc2c(=O)n1CC1CCCCC1)N1CCOCC1,-12%,-4%,-7%,i,7%,u,-5%,10%
CCN1CCN(c2ccc(NC(=O)c3ccc4c(c3)OCO4)cc2)CC1,-13%,-5%,1%,i,4%,-1%,1%,16µM*
CCOC(=O)C1(CCc2ccccc2)CCN(C(=O)CCn2cncn2)CC1,x,-1%,3%,-3%,-3%,-1%,-3%,x
CN(C)c1nc(OCCNC(=O)Nc2ccccc2)nc(N2CCCCC2)n1,x,-5%,10%,10%,1%,0.89µM*,2%,x
Cc1ccccc1-n1c(SC(C)C(=O)N2CCN(C)CC2)nc2ccccc2c1=O (stereo not drawn),9%,-11%,5%,-1%,6%,-5%,-3%,-7%
Cn1c(SCC(=O)Nc2ccccc2[N+](=O)[O-])nnc1C(F)(F)F,x,-2%,-1%,-2%,1%,-7%,-5%,0%
COCCOC(=O)C1=C(C)NC(=O)N(C(C)=O)C1c1ccc(Cl)cc1 (stereo not drawn),-7%,-8%,5%,i,6%,-7%,-2%,-3%
Cc1cccc(NC(=O)c2cc3ccccc3nc2C)c1,6%[46 µM],0%,71%[activator],-2%,-9%,-2%,1%,2%
CN(c1ccccc1C(=O)N1CCN(c2cccc(Cl)c2)CC1)S(C)(=O)=O,-7%,-5%,4%,-4%,12%,11%,3%,x
O=c1cc(C(F)(F)F)[nH]c2ccc(OC(F)(F)F)cc12,x,-6%,0%,-6%,u,x,-4%,x
CC(NC(=O)C1CCCN1S(=O)(=O)c1ccc2c(c1)n(C)c(=O)c(=O)n2C)c1ccccc1 (stereo not drawn),x,4%,3%,-4%,u,x,-1%,x
CCOc1ccc(NC2=NCC(=O)N2Cc2cccs2)cc1,2%,-3%,0%,i,-28%,u,-8%,-18%
CCC(C)[C@H](NC(=O)OC(C)(C)C)c1nnc(SCc2c(C)[nH]c(=O)[nH]c2=O)o1 (stereo partly drawn),-10%[0.0737 µM],5%,-3%,-4%,7%,u,0%,19%
Cc1cccc(C(=O)NCCCN2CCCC2=O)c1,4%,10%,5%,-5%,2%,2%,1%,-10%
CSc1nnc(-c2cc[n+](C)cc2)n1CCO,18%,-6%,-33%,i,-8%,9%,1%,0%
Clc1ccc(SCc2cc(-c3ccccc3)on2)cc1,-11%,3%,9%,-9%,4%,-5%,1%,6%

# Single records, as listed above:
# Entry for CC(C)C[C@H](NC(=O)[C@@H]1Cc2ccccc2CN1C(=O)OC(C)(C)C)C(=O)NCC1CCC(C(=O)O)CC1 (stereo partly drawn) → Lamin A splicing = 13%[46 µM]; TRb-SRC2 inh = 6%; RGS12 GoLoco inh = 17%; RECQ1 inh = -3%; KDM4E inh = 25µM*; ALDH1A1 block = x; TexasRed fluor = -4%; SMN2 splice up = x
# Entry for CC(C)(C)c1ccc(C(=O)NNC(=O)c2cccc(-n3cnnn3)c2)cc1 → Lamin A splicing = x; TRb-SRC2 inh = 0%; RGS12 GoLoco inh = 4%; RECQ1 inh = -6%; KDM4E inh = 2%; ALDH1A1 block = x; TexasRed fluor = 0%; SMN2 splice up = x

# (continued)
SMILES,Lamin A splicing,TRb-SRC2 inh,RGS12 GoLoco inh,RECQ1 inh,KDM4E inh,ALDH1A1 block,TexasRed fluor,SMN2 splice up
O=C(O)c1ccc(NCc2ccc(Br)cc2)cc1,x,-1%,-4%,i,-5%,2%,-5%,x
CC(=O)c1c(C(C)=O)c(C)n(C(c2ccccc2)c2ccccc2)c1C,u,-7%,13%,i,-16%,-5%,-2%,-4%
Cc1ccccc1NC(=O)OCc1cccnc1Sc1ccc(Cl)cc1,9%,1%,-5%,-24%,4%,-2%,2%,-3%
CC(C)C1N(C(=O)CN2CCCCC2)CCN1S(=O)(=O)c1ccccc1 (stereo not drawn),-3%[46 µM],-7%,-6%,2%,2%,1%,0%,-15%
CCOc1ccc(C(C)NC(=O)C2CCCC2)cc1 (stereo not drawn),u,0%,4%,-9%,1%,-1%,-1%,-16%
CC(C)n1c(C(O)c2ccc3c(c2)OCO3)nc2ccccc21 (stereo not drawn),u,-7%,3%,-1%,-1%,-2%,4%,-9%

# In the list so far, 10 have an aryl thioether with sulfur outside any ring:
SMILES,Lamin A splicing,TRb-SRC2 inh,RGS12 GoLoco inh,RECQ1 inh,KDM4E inh,ALDH1A1 block,TexasRed fluor,SMN2 splice up
CCNC(=O)CSc1nnc(-c2ccc(OC)cc2)n1CC(C)C,3%,5%,-28%,-9%,5%,8%,-1%,-2%
COCCCn1c(SCC(=O)NC(C)C)nnc1-c1ccccc1,-1%,-4%,9%,i,0%,8%,-5%,15%
Cc1nc(S/C(=C\c2ccc(OCc3ccccc3Cl)cc2)C(=O)O)n[nH]1,13%,8%,8%,i,12%,12%,-5%,10%
O=C(CSc1nc2ccccc2c(=O)n1CC1CCCCC1)N1CCOCC1,-12%,-4%,-7%,i,7%,u,-5%,10%
Cc1ccccc1-n1c(SC(C)C(=O)N2CCN(C)CC2)nc2ccccc2c1=O (stereo not drawn),9%,-11%,5%,-1%,6%,-5%,-3%,-7%
Cn1c(SCC(=O)Nc2ccccc2[N+](=O)[O-])nnc1C(F)(F)F,x,-2%,-1%,-2%,1%,-7%,-5%,0%
CCC(C)[C@H](NC(=O)OC(C)(C)C)c1nnc(SCc2c(C)[nH]c(=O)[nH]c2=O)o1 (stereo partly drawn),-10%[0.0737 µM],5%,-3%,-4%,7%,u,0%,19%
CSc1nnc(-c2cc[n+](C)cc2)n1CCO,18%,-6%,-33%,i,-8%,9%,1%,0%
Clc1ccc(SCc2cc(-c3ccccc3)on2)cc1,-11%,3%,9%,-9%,4%,-5%,1%,6%
Cc1ccccc1NC(=O)OCc1cccnc1Sc1ccc(Cl)cc1,9%,1%,-5%,-24%,4%,-2%,2%,-3%

# The list is partial; the hit share may differ from the screen's.
